Mot1-301 SUMO = yeast Mot1-301 growth rescue at high temperature, primary screen, SUMOylation pathway inhibitor project, S. cerevisiae, ATP luminescence, 38.5C; S. cerevisiae Mot1-301 growth rescue; percent above DMSO median, 100 means doubled; 320,000 compounds, 1% hits; growth rescue, % at 18.8 µM;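 active = every valid replicate shows activation above 250% relative to neutral control wells; inactive = the rest, any valid replicate at or below 250%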;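 note: OY570 slx delta 5 strain wells were the positive control but not used for scaling; some compounds called inactive have numbers as strong as hits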
dFosB act = activators of delta FosB homodimer, primary screen, biochemical, fluorescence polarization, TAMRA-CDK5 oligo, single point | activation, % at 25 µM | AID 493131, 2011 | Protein FosB (Mus musculus), P13346 | 340,000 compounds, 0.99% hits | purified delta FosB; percent of positive-control signal above neutral wells;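 active = mean activation above about 17%, with every replicate also reaching it, limit read from the data, passing the limit was not always enough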;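 note: fluorescence polarization rise as delta FosB binds a TAMRA Cdk5 AP-1 oligo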
Target sequence (P13346 whole entry, looked up): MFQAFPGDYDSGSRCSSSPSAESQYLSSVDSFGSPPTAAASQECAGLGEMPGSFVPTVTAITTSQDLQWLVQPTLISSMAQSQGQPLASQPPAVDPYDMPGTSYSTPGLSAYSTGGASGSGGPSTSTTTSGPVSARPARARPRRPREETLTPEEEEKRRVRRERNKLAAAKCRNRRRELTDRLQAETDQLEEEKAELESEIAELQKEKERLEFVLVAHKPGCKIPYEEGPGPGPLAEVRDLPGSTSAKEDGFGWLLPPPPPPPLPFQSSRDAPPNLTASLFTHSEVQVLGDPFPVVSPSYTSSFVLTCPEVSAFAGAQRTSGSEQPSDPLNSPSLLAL
PKA-R2B activ = activators of PKA-R2B holoenzyme, primary screen, biochemical, fluorescence polarization, Cy5-IP20, human | 340,000 compounds, 0.079% hits | PKA-R2B holoenzyme dissociation; R2B truncated from residue 108, S112A mutant; 0% DMSO only, 100% 113 µM cGMP | AID 504700, 2011 | activation, % at 11.4 µM;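 active = activation above a cutoff set at the mean over all compounds plus 3 SD, cut at about 18% in these data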;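 note: higher means more holoenzyme dissociation and a rise in polarization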
Pemphigus Ab inh = inhibitors of pemphigus antibody binding to DSG3, primary screen, biochemical, bead-based, flow cytometry, scFv-GFP. DSG3-coupled beads, scFv-anti-DSG3-GFP binding; stronger effect = lower value. binding (percent of control), % at 10 µM. 310,000 compounds, 0.48% hits. AID 588358, 2011;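 active = binding more than 3 SD below its plate's average and above zero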; note: some compounds called inactive have numbers as strong as hits
PKA-R1A activ = activators of PKA-R1A holoenzyme, primary screen, biochemical, fluorescence polarization, Cy5-IP20, bovine R1A, mouse PKAc | PKA-R1A dissociation; scaled: DMSO 0%, 113 µM cGMP 100% | cAMP-dependent protein kinase type I-alpha regulatory subunit (Bos taurus) + … | 340,000 compounds, 0.083% hits | activation, % at 11.4 µM;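 active = percent activation above the mean of all tested compounds plus 3 SD, cut at about 19% in these data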;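 note: higher means more PKAc released from R1A so a rise in polarization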
CDK5 p35 inh = inhibitors of human CDK5/p35 kinase, primary screen, biochemical, single concentration; Cyclin-dependent kinase 5 (Homo sapiens) + Cyclin-dependent kinase 5 activator 1 (Homo …; Recombinant CDK5/p35, ADP-Glo luminescence, 60 min; 330,000 compounds, 0.01% hits; inhibition, % at 10 µM;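 active = highest replicate inhibition of at least 50% and at least 75% of replicates reaching 50%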;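 note: plate controls were DMSO neutral control for no effect and GW8510 at 10 µM for full effect; many of its hits are not listed in these tables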
Target sequence (Q00535 whole entry, looked up): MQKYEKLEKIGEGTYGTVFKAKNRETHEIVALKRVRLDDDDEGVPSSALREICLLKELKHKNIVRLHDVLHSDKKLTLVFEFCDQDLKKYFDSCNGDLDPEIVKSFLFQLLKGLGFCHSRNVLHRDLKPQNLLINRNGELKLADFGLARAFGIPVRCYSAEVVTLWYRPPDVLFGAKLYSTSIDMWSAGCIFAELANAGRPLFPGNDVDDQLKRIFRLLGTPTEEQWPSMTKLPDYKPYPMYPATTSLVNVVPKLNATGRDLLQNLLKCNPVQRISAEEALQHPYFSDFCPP
Target sequence (Q15078 whole entry, looked up): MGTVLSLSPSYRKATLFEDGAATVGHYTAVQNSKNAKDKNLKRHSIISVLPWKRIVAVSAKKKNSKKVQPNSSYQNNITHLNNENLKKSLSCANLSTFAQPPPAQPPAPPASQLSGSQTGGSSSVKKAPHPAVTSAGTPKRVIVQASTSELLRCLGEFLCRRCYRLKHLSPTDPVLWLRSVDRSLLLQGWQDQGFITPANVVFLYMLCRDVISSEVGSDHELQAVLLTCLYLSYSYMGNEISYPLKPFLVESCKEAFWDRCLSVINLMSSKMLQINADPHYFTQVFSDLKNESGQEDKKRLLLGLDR
NSD2 HMT inh = NSD2 histone methyltransferase inhibitors, primary screen, biochemical, AlphaScreen, single concentration, set 2. AID 743445, 2014. inhibition, % at 12.5 µM. 310,000 compounds, 0.54% hits. NSD2 peptide methylation, 120 min; in the data active = inhibition above about 50%
SR-BI DiI inh = inhibitors of SR-BI mediated HDL lipid uptake, primary screen, ldlA[mSR-BI] cells, fluorescence, single point; Scavenger receptor class B member 1 (Mus musculus), Q61009; ldlA[mSR-BI] CHO cells, DiI-HDL uptake fluorescence, 3 h; inhibition, % at 12.5 µM; 320,000 compounds, 0.96% hits;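 active = mean replicate inhibition of at least 70% and a set share of replicates each scoring 70 or more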;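 note: 0% = median of neutral control wells and 100% = median of positive control wells; values of inactives mirror those of a sister screen read the other way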
Arr AP2 block = inhibitors of beta-arrestin/AP2 binding, primary screen, biochemical, GPCR trafficking, flow cytometry. beta-arrestin 1 C-terminal peptide binding to AP2 beta2-adaptin appendage (human). FITC-arrestin peptide / GST-AP2 beads; AP2 beta2 appendage carries R879A mutation. inhibition, % at 10 µM. 340,000 compounds, 0.31% hits. AID 504490, 2011;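 active = inhibition above a set limit, near 3 SD of compounds lacking own fluorescence, cut at about 54% in these data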;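 note: plate controls were DMSO wells for no effect and 5 µM unlabelled arrestin peptide for full effect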
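Test system: GST-tagged AP2 beta2-adaptin appendage (R879A) on 4 µm glutathione beads; also added: fluorescein-tagged arrestin peptide at 50 nM final; timing: 12 min plus 1 h, RT; signal: flow cytometry, FL1 (488/535 nm); read-out: percent drop in bead-associated FITC signal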
SR-BI uptake up = activators of SR-BI mediated DiI-HDL uptake, primary screen, ldlA[mSR-BI] CHO cells, DiI fluorescence. 3 h; 100 = double the neutral-control signal. activation, % at 12.5 µM. 320,000 compounds, 0.096% hits;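 active = mean replicate activation of at least 60% and every replicate at or above 60%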;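 note: 0% = median plate neutral-control signal and 100% = twice that signal; values of inactives mirror those of a sister screen read the other way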
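Test system: SR-BI-overexpressing, LDLR-lacking CHO cells; Medium: Ham's F12 with 0.5% BSA, HEPES 25 mM, pH 7.4; Schedule: 3 h, 37 °C; Technique: bottom-read fluorescence, 550/595 nm.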
MITF TRPM1 HTS = activators of MITF-driven TRPM1 promoter reporter, primary screen, cell-based, SK-MEL-5, luciferase, single point. SK-MEL-5 TRPM1-promoter luciferase, 24 h; % of positive control, neutral wells = 0. activation, % at 12.5 µM. 300,000 compounds, 0.75% hits. AID 588334, 2011;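 active = mean activation of at least 80% with every replicate also reaching 80%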;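 note: 0% = neutral control wells and 100% = parthenolide positive control wells; values of inactives mirror those of a sister screen read the other way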
An asterisk follows results filed as active.

Sample of the layout:
`O=C(NC1CCN(c2ncccn2)CC1)c1c(F)cccc1F` gave Mot1-301 SUMO -4, dFosB act -5, PKA-R2B activ -4, Pemphigus Ab inh 90, PKA-R1A activ -10, CDK5 p35 inh 1.6, NSD2 HMT inh 1, SR-BI DiI inh 8, Arr AP2 block 35, SR-BI uptake up -8 and MITF TRPM1 HTS 7.
O=C(Cc1ccccc1)N1CCN(S(=O)(=O)c2ccc([N+](=O)[O-])cc2)CC1 was read as Mot1-301 SUMO 58, dFosB act 0, PKA-R2B activ -4, Pemphigus Ab inh 97, PKA-R1A activ 2, CDK5 p35 inh -1.8, NSD2 HMT inh 1, SR-BI DiI inh -1, Arr AP2 block 49, SR-BI uptake up 1 and MITF TRPM1 HTS -4.

The whole of this part, previewed entries included:
`O=C(NC1CCN(c2ncccn2)CC1)c1c(F)cccc1F` gave Mot1-301 SUMO -4, dFosB act -5, PKA-R2B activ -4, Pemphigus Ab inh 90, PKA-R1A activ -10, CDK5 p35 inh 1.6, NSD2 HMT inh 1, SR-BI DiI inh 8, Arr AP2 block 35, SR-BI uptake up -8 and MITF TRPM1 HTS 7.
O=C(Cc1ccccc1)N1CCN(S(=O)(=O)c2ccc([N+](=O)[O-])cc2)CC1 was read as Mot1-301 SUMO 58, dFosB act 0, PKA-R2B activ -4, Pemphigus Ab inh 97, PKA-R1A activ 2, CDK5 p35 inh -1.8, NSD2 HMT inh 1, SR-BI DiI inh -1, Arr AP2 block 49, SR-BI uptake up 1 and MITF TRPM1 HTS -4.
Screening Cc1coc2cc3oc(=O)c(CCC(=O)NCc4ccccn4)c(C)c3cc12 returned Mot1-301 SUMO 14, dFosB act -11, PKA-R2B activ 8, PKA-R1A activ 7, CDK5 p35 inh -2.8, SR-BI DiI inh 6, Arr AP2 block 5, SR-BI uptake up -6 and MITF TRPM1 HTS 2.
Screening CN1/C(=C\C(=O)c2oc3ccccc3c2N)C(C)(C)c2ccccc21 returned Mot1-301 SUMO -2, dFosB act -4, PKA-R2B activ -6, Pemphigus Ab inh 101, PKA-R1A activ -8, CDK5 p35 inh 0.6, NSD2 HMT inh -5, SR-BI DiI inh 61, Arr AP2 block 11, SR-BI uptake up -61 and MITF TRPM1 HTS -2.
COc1cccc(C(=O)CSc2nnc(-c3cccs3)o2)c1 was read as Mot1-301 SUMO -8, dFosB act 0, PKA-R2B activ -17, Pemphigus Ab inh 100, PKA-R1A activ -3, CDK5 p35 inh 4.1, NSD2 HMT inh -1, SR-BI DiI inh -22, Arr AP2 block -10, SR-BI uptake up 22 and MITF TRPM1 HTS 11.
Cc1ccc(OC(=O)c2sc(Cl)nc2C)cc1C was read as Mot1-301 SUMO -1, dFosB act 2, PKA-R2B activ 1, Pemphigus Ab inh 111, PKA-R1A activ -2, CDK5 p35 inh -2.0, NSD2 HMT inh -4, SR-BI DiI inh -4, Arr AP2 block 0, SR-BI uptake up 4 and MITF TRPM1 HTS -6.
For CN(Cc1cccc([N+](=O)[O-])c1)Cc1cccc2ccccc12 the results were Mot1-301 SUMO 1, dFosB act -2, PKA-R2B activ -20, Pemphigus Ab inh 107, PKA-R1A activ -7, CDK5 p35 inh -1.4, NSD2 HMT inh 7, SR-BI DiI inh -9, Arr AP2 block 3, SR-BI uptake up 9 and MITF TRPM1 HTS 14.
`COc1ccccc1C(=O)Oc1ccc(C(C)C)cc1` gave Mot1-301 SUMO 20, dFosB act -7, PKA-R2B activ 1, Pemphigus Ab inh 125, PKA-R1A activ -1, CDK5 p35 inh -1.5, NSD2 HMT inh 5, SR-BI DiI inh -29, Arr AP2 block -9, SR-BI uptake up 29 and MITF TRPM1 HTS 34.
Cn1cccc1C(C#N)(CC#N)c1cccc(F)c1C#N (centres undefined) was read as Mot1-301 SUMO 31, dFosB act -4, PKA-R2B activ -9, PKA-R1A activ -3, CDK5 p35 inh -0.1, SR-BI DiI inh 4, Arr AP2 block 6, SR-BI uptake up -4 and MITF TRPM1 HTS -22.
For COC(=O)CNC(=O)Cc1c(C)n(C(=O)c2ccc(Cl)cc2)c2ccc(OC)cc12 the results were Mot1-301 SUMO 0, dFosB act -21, PKA-R2B activ -7, Pemphigus Ab inh 123, PKA-R1A activ -14, CDK5 p35 inh 0.7, NSD2 HMT inh 0, SR-BI DiI inh 26, Arr AP2 block 4, SR-BI uptake up -26 and MITF TRPM1 HTS -16.
`CCOC(=O)C1=C(Nc2cccc(Cl)c2)OCC1=O` gave Mot1-301 SUMO 0, dFosB act 5, PKA-R2B activ -11, PKA-R1A activ 10, CDK5 p35 inh -0.4, NSD2 HMT inh -1, SR-BI DiI inh -12, Arr AP2 block -4, SR-BI uptake up 12 and MITF TRPM1 HTS -6.
`CCCc1[nH]nc2c1C(Cc1ccccc1)C(C#N)=C(N)O2` (centres undefined) gave Mot1-301 SUMO 1, dFosB act -3, PKA-R2B activ -7, Pemphigus Ab inh 97, PKA-R1A activ 1, CDK5 p35 inh -1.1, NSD2 HMT inh -1, SR-BI DiI inh -4, Arr AP2 block 19, SR-BI uptake up 4 and MITF TRPM1 HTS -13.
Screening CC(=O)c1c(C)[nH]c(C(=O)OCC(=O)NCCc2ccc(F)cc2)c1C returned Mot1-301 SUMO 18, dFosB act -8, PKA-R2B activ 1, PKA-R1A activ -8, CDK5 p35 inh 1.1, NSD2 HMT inh -3, SR-BI DiI inh -2, Arr AP2 block -6, SR-BI uptake up 2 and MITF TRPM1 HTS 4.
Screening CCNC(=S)Nc1ccc(Cl)c([N+](=O)[O-])c1 returned Mot1-301 SUMO 9, dFosB act 4, PKA-R2B activ 5, Pemphigus Ab inh 78, PKA-R1A activ -6, CDK5 p35 inh -0.1, NSD2 HMT inh 1, SR-BI DiI inh 24, Arr AP2 block 21, SR-BI uptake up -24 and MITF TRPM1 HTS 0.
For COc1ccccc1N(CC(=O)Nc1ccccc1C(F)(F)F)S(=O)(=O)c1cccs1 the results were Mot1-301 SUMO 35, dFosB act -7, PKA-R2B activ 2, Pemphigus Ab inh 92, PKA-R1A activ -6, CDK5 p35 inh -1.8, NSD2 HMT inh 3, SR-BI DiI inh -8, Arr AP2 block -7, SR-BI uptake up 8 and MITF TRPM1 HTS 2.
For CC1CCCN(C(=O)c2ccc(S(=O)(=O)N3CCC(c4nc5ccccc5s4)CC3)cc2)C1 (centres undefined) the results were Mot1-301 SUMO 28, dFosB act -3, PKA-R2B activ -6, Pemphigus Ab inh 95, PKA-R1A activ -2, CDK5 p35 inh 0.8, NSD2 HMT inh -2, SR-BI DiI inh 35, Arr AP2 block 4, SR-BI uptake up -35 and MITF TRPM1 HTS -10.
`COc1ccc(CCNC(=O)C(=O)N/N=C/c2cccs2)cc1OC` gave Mot1-301 SUMO 1, dFosB act -4, PKA-R2B activ -1, Pemphigus Ab inh 102, PKA-R1A activ 5, CDK5 p35 inh -1.6, NSD2 HMT inh 1, SR-BI DiI inh 23, Arr AP2 block -2, SR-BI uptake up -23 and MITF TRPM1 HTS 5.
For CC(C)n1cc(/C=C2/NC(=O)N(c3cccc(Cl)c3)C2=O)c2ccccc21 the results were Mot1-301 SUMO 0, dFosB act -3, PKA-R2B activ 9, Pemphigus Ab inh 107, PKA-R1A activ -12, CDK5 p35 inh -1.7, SR-BI DiI inh 66, Arr AP2 block -3 and SR-BI uptake up -66.
Screening NC(=O)C1CCN(c2nc(-c3ccccc3C(F)(F)F)cs2)CC1 returned Mot1-301 SUMO -7, dFosB act 0, PKA-R2B activ -8, Pemphigus Ab inh 99, PKA-R1A activ 0, CDK5 p35 inh 1.1, SR-BI DiI inh -20, Arr AP2 block -3, SR-BI uptake up 20 and MITF TRPM1 HTS 75.
`COC(=O)C1CN(C(=O)COc2cc(C)c(Cl)c(C)c2)c2ccccc2O1` (centres undefined) gave Mot1-301 SUMO 20, dFosB act -8, PKA-R2B activ -4, PKA-R1A activ -9, CDK5 p35 inh 1.3, NSD2 HMT inh -2, SR-BI DiI inh 8, Arr AP2 block -5, SR-BI uptake up -8 and MITF TRPM1 HTS -2.
Cn1c(CNC(=O)c2ccc3c(c2)OCO3)nnc1SCC(=O)Nc1ccc(F)cc1 was read as Mot1-301 SUMO -1, dFosB act -3, PKA-R2B activ 3, PKA-R1A activ -3, CDK5 p35 inh -0.8, NSD2 HMT inh -1, Arr AP2 block 1 and MITF TRPM1 HTS 7.
`CCc1ccc(NC(=O)CSc2nc3ccccc3nc2N2CCCC2)cc1` gave Mot1-301 SUMO 22, dFosB act -4, PKA-R2B activ -1, Pemphigus Ab inh 94, PKA-R1A activ -3, CDK5 p35 inh -0.4, SR-BI DiI inh -16, Arr AP2 block 14 and SR-BI uptake up 16.
For CC(C)C(C(=O)NC1CCCCC1)N(CC1CCCO1)C(=O)CNS(=O)(=O)c1ccc(F)cc1 (centres undefined) the results were Mot1-301 SUMO -17, dFosB act -10, PKA-R2B activ -1, PKA-R1A activ -2, CDK5 p35 inh -8.2, NSD2 HMT inh -1, SR-BI DiI inh -2, Arr AP2 block -2, SR-BI uptake up 2 and MITF TRPM1 HTS -9.
`Oc1ccc(CN2CCN(c3ncccn3)CC2)cc1` gave Mot1-301 SUMO 22, dFosB act -12, PKA-R2B activ -2, Pemphigus Ab inh 109, PKA-R1A activ 2, CDK5 p35 inh -1.8, NSD2 HMT inh 2, SR-BI DiI inh -18, Arr AP2 block 1 and SR-BI uptake up 18.
